Compound activity: PubChem BioAssay, National Center for Advancing Translational Sciences (NCATS)
ATXN viability = reduces viability in counter-screen for ATXN expression inhibitors. S2 cells (HEK-293 line with an ATXN2-luciferase reporter) viability, CellTiter-Fluor protease fluorescence, 24 h. hit rate 0.49% among 400,000. Potency, µM (top dose mostly 56.7 µM), usual class: cytotoxic; further: potency means the concentration at half of the fitted maximal effect; nearly all actives have a fitted effect of over 40% in size
IL1B secr inh = blocks inflammasome-driven IL-1 beta release | THP-1 LPS/ATP IL-1B secretion, AlphaLISA, 16 h; active compounds read low | activity change, % at 57.5 µM | hit rate 4.7% among 360,000 | AID 743279; in the data active means activity change below about -50%; inconclusive means mostly about -30% to -49%; further: on the % scale 0 is the no-effect control and ±100 the full control effect
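THP-1 cells pretreated 1 hr with compounds (up to 57.5 uM final), then stimulated with LPS (250 ng/mL final) plus ATP (1.25 mM final); secreted IL-1B measured by AlphaLISA after 16 hr, decreased signal indicating inhibition.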
TGFb SMAD3 inh = inhibitors of TGF-b signaling | HepG2 CAGA-GFP TGF-b/SMAD3 reporter, GFP fluorescence, 18 h; TGF-beta stimulated, 500 pg/mL final | Potency, µM (highest dose often 46.1 µM), for the others: at the highest dose activity, negative = inhibition, most hits filed as inhibitors | hit rate 1.2% among 410,000; further: potency means the concentration at half of the fitted maximal effect; on the % scale 0 is the no-effect control and ±100 the full control effect; nearly all actives have a fitted effect of over 65% in size
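HEPG2 CAGA-GFP, 1000 cells/well; 2 h settle, 37 C; cpd via pin tool; TGF-b 500 pg/mL final; 18 h, 37 C; GFP imaging ex488/em500-530; %Activity normalised to -TGF-b and +DMSO controls; CRC fit, curve class.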
MCF10A rerep = induces DNA re-replication in MCF 10a normal breast cells; Potency, µM (doses to about 46.1 µM), for the others: at the top dose activity, positive = re-replication, usual class: activators; MCF 10A DNA re-replication, Hoechst nuclear intensity, 48 h; hit rate 2.9% among 350,000; AID 624296; further: potency means the concentration at half of the fitted maximal effect; % of control where 0% means no effect; nearly all actives have a fitted effect of over 50% in size
Nrf2 inh = inhibitors of Nrf2 signaling; A549 ARE-Fluc reporter, luciferase luminescence, 18-24 h; Potency, µM (highest dose often 46 µM), without a hit: at the top dose activity change, negative = inhibition, actives largely listed as inhibitors; hit rate 2.1% among 360,000; AID 504444; further: potency means the concentration at half of the fitted maximal effect; on the % scale 0 is the no-effect control and ±100 the full control effect; nearly all actives have a fitted effect of over 60% in size
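Two sequential reads on A549 ARE_Fluc cells exposed to compound for 18-24 h: a CellTiter-Fluor fluorescence read for viability, then a luciferase luminescence read for Nrf2/ARE activity.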
Nrf2 activator = activates Nrf2 signaling; AREc32 ARE-luciferase reporter (MCF7-derived line), luminescence, 24 h; Potency, µM (top dose mostly 46.1 µM), inactives show at the highest dose activation, actives largely listed as activators; hit rate 0.31% among 410,000; further: potency means the concentration at half of the fitted maximal effect; % of control where 0% means no effect; nearly all actives have a fitted effect of over 65% in size
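Luminescent ARE reporter assay in AREc32_Fluc cells: overnight plating at 37 deg C, 24 hr compound incubation, Steady-Glo added, 30 min RT before reading.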
ATXN2 expr inh = inhibitors of ATXN2 expression; HEK-293 ATXN2-luciferase reporter, luminescence, 24 h; Potency, µM (doses to about 57 µM), without a hit: at the highest dose activity change, negative = inhibition, actives largely listed as inhibitors; hit rate 0.72% among 360,000; AID 1745845; further: potency means the concentration at half of the fitted maximal effect; on the % scale 0 is the no-effect control and ±100 the full control effect; nearly all actives have a fitted effect of over 55% in size
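ATXN2-luciferase reporter cells (luciferase flanked by upstream and downstream ATXN2 gene portions) were treated 24 h at 37 °C with compounds at up to 57 uM. SteadyGlo luminescence gave expression; GF-AFC fluorescence gave viability.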
HepG2 tox = kills HepG2 cells in TGF-b inhibitor counter-screen. hit rate 0.76% among 410,000. HepG2 CAGA-GFP viability, ATP luminescence, 18 h. Potency, µM (doses to about 46.1 µM), for the others: at the highest dose activity change, negative = cytotoxicity, most hits filed as cytotoxic. AID 588856; further: potency means the concentration at half of the fitted maximal effect; some results filed as inactive show a strong effect at the top dose
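CellTiter-Glo luminescence gave cytotoxicity after 18 hours at 37 degrees C. The cells were HepG2 CAGA-GFP in 1% FBS DMEM, stimulated with 500 pg/mL TGF-beta after compound addition. %Activity was normalised to no-cell wells (complete cell-killing) and DMSO (no toxicity), and curves were fitted and classified.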
A549 viability = counter-screen for Nrf2 inhibitors: cytotoxicity in A549 cells. A549 ARE-Fluc cells, CellTiter-Fluor viability, 18-24 h. Potency, µM (titrated, usually from 46 µM), without a hit: top-dose activity change, negative = cytotoxicity, hits mostly inhibitors. hit rate 0.16% among 390,000. AID 504648; further: potency means the concentration at half of the fitted maximal effect; on the % scale 0 is the no-effect control and ±100 the full control effect
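A549 ARE-Fluc cells in 5% FBS OPTI-MEM, 5000 cells/well, rested 2 h then exposed to compounds in concentration-response for 18-24 h at 37 °C. Viability by CellTiter-Fluor fluorescence (Ex 405/Em 525) after 30 min; luciferase luminescence (BugLite, 15 min, RT) read afterwards.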
* hit, by the source's call; i = inactive; ? = inconclusive; nt = no result given; & = joins results of further samples; [ ] = dose if it differs, or a comment. Unless noted, the call rests on the fitted dose curve; in most records, active means well fitted curve in the direction sought with a large enough effect; inconclusive means small, poorly fitted or top-dose-only effect, or another doubt; inactive means no such curve, though single readings can be large; an effect the other way counts as inactive or inconclusive.

mol	ATXN viability	IL1B secr inh	TGFb SMAD3 inh	MCF10A rerep	Nrf2 inh	Nrf2 activator	ATXN2 expr inh	HepG2 tox	A549 viability
CCOCCCNC(=S)N1CCC(NC(=O)c2ccco2)CC1	i	-5	-2%	0%	2%	-0.5%	11%[11.3 µM]	2%	-1%
Cn1c(SCC(N)=O)nnc1-c1cnccn1	i	7	-9%	-12%	-14%	0.6%	nt	4%	1%
Cc1cc2n(n1)CCCN2C(=O)Nc1ccccc1C(F)(F)F	i	nt	-24%	nt	?	-0.3%	6%	-3%	1%
CCOC(=O)Cn1c(=NC(=O)CSC(C)=O)sc2cc(F)ccc21	?	?	12%	3%	0%	-0.5%	-6%	2%	0%
C[C@@H]1CC(=O)[C@H]2CC(CO)=CCC[C@@H]2[C@@]1(C)CC/C(=C/CO)CO	i	-3	-13%	-1%	-14%	0.3%	1%	-22%	11%
CN(CCC1CCOCC1)C(=O)c1cc(COc2c(F)cccc2F)on1	i	1	-2%	7%	17%	-0.2%	19%	9%	10%
Cc1ccc(N=Cc2nc(-c3ccco3)oc2O)cc1	i	nt	-5%	-6%	15%	12%	19%	-21%	-2%
O=C(Nc1nnc(-c2ccco2)o1)c1ccc(S(=O)(=O)N2CCOCC2)cc1	i	-6	?	2%	-9%	-0.1%	nt	-11%	0%
O=C(Cc1c(F)cccc1Cl)Nc1ccc(S(=O)(=O)Nc2nccs2)cc1	i	-10	-24%	-2%	-19%	-0.4%	-17%	-16%	-2%
Cc1cc(NC(=O)COC(=O)CCS(=O)(=O)c2cc(Cl)ccc2Cl)no1	i	-20	0%	21µM*	-9%	2.8%	2%	-12%	-5%
COc1ccc2nc(NC(=O)C3CCCN(S(=O)(=O)c4cccs4)C3)sc2c1 (stereo not given)	i	-59*	22%	-1%	nt	0.2%	-11%	-49%	-15%
Cc1oc2ncn(CC(C)C)c(=O)c2c1C(=O)N(CCN(C)C)Cc1ccccc1	i	nt	0%	nt	?	0.2%	3%	7%	11%
O=C(c1cnc2sccn2c1=O)N1CCCc2ccccc21	i	21	-2%	-7%	11%	-0.8%	-11%	-3%	1%
Cc1cccc(N/C(N)=N/c2nc(CSc3ccc(Cl)cc3)cc(=O)[nH]2)c1	i	13	-10%	3.7µM*	?	0.2%	nt	-46%	1%
COc1ccccc1N1CCN(c2ccc3c(c2)S(=O)(=O)c2cccc(C(=O)NCc4cccc(F)c4)c2C3=O)CC1	i	-10	3%	nt	nt	-0.6%	-1%	-30%	nt
OC[C@@H]1CN(CCN2CCOCC2)C[C@H](n2cnc3c(Nc4ccccc4)ncnc32)O1	i	16	1%	nt	nt	-0.9%	1%	4%	nt
Oc1ccc(Cl)cc1/C=C/c1ccc2cccc(O)c2n1	?	6	?	?	?	?	-20%	-65%	1%
COc1ccc(C)cc1NC(=O)CCNC(=O)Cn1ccc2ccccc2c1=O	i	19	6%&17%	11%	-21%	-0.4%&-0.5%	0%&-4%	3%&-10%	0%&-9%
O=C(CCc1ccccc1)Nc1ccc(NC(=O)C2CC2)nc1	i	-11	-3%	0%	14%	1.9%	-8%	-14%	2%
COc1cc(/C=C2\SC(c3ccccc3)=NC2=O)cc(Cl)c1O	nt	35	-6%	?	-11%	?	-22%[11.3 µM]	5%	-10%
CCOc1ccccc1Oc1coc2cc(O)ccc2c1=O	i	6	1%	-17%	nt	3.3%	24%	-1%	2%
Cc1ccc(S(=O)(=O)c2nc(-c3ccco3)oc2N2CCC(C)CC2)cc1	i	-74*	?	?	-5%	5.1%	-10%	-35%	1%
Cc1ccc2nc(-c3ccccc3)c(NC(=O)c3ccco3)n2c1	?	-20	3%	-5%	?	0.0%	-7%	0%	-11%
Cc1ccc(NC(=O)c2csc3c2CCCC3)cc1	i	?	8%	?	?	4.4%	67%[activator]	-17%	0%
O=C(CSC1=NS(=O)(=O)c2ccccc2N1)Nc1nccs1	i	-3	-17%	-1%	1%	1.3%	14%	2%	-1%
CNC(=O)CSc1nc(N)c2c3c(sc2n1)CCC3	i	-1	8%	?	nt	3.3%	24%	-6%	3%
Cc1ccc(S(=O)(=O)NCc2ccncc2)cc1C	?	-7	-27%	6%	2.3µM*	-0.7%	-15%	-17%	-6%
Cc1ccc(C)c(N2CCN(C(=O)CCc3nnc4n(CC(C)C)c(=O)c5ccccc5n34)CC2)c1	nt	nt	0%	nt	10%	0.0%	nt	-2%	-1%
CC(C)(C)NC(=O)C(Cc1ccccc1)N1C(=O)c2ccccc2C1=O (stereo not given)	i	1	-9%	4%	-10%	-0.7%	3%	-77%	-10%
Nc1ccccc1-c1ccccc1N	i	0	-3%	-1%	7%	-0.8%	4%	7%	0%
COCCNC(=O)Cn1nc(Cc2ccncc2)c2ccccc2c1=O	i	-7	-2%	1%	-1%	0.3%	-19%	-8%	12%
Nc1cc(N)nc(SCC(=O)NC(=O)NC2CCCC2)n1	i	10	1%	1%	-8%	-1.8%	6%	1%	-6%
O=C1N=c2ccccc2=C1c1sc(=S)n(NC(=O)c2ccccc2)c1O	i	46	?	-3%	4%	4.1%	34%	-22%	-7%
COC(=O)c1cnc2ccccc2n1	i	16	-16%	-4%	25%	-1.2%	-4%	-11%	1%
CN(C)S(=O)(=O)c1ccc(Cl)c(NC(=O)COC(=O)c2cc(-c3ccccc3)nc3ccccc23)c1	?	34	2%	-5%	2%	2.9%	-1%	2%	3%
COc1cc(C)ccc1OCc1cc(C(=O)N2CCC(c3ccc(F)cc3)C2)no1 (stereo not given)	i	7	-20%	2%	?	2.2%	nt	-24%	-1%
O=C(CCC(=O)N1CCOc2ccc(Cl)cc21)N1CCN(c2ccccn2)CC1	i	-3	-1%	-3%	?	-0.3%	11%	-8%	13%
O=C(CSc1cn[nH]n1)Nc1ccc(O)c(C(=O)O)c1	i	8	10%	2%	6%	-0.4%	12%	-3%	-2%
CCSc1nnc2n1C(C)(C)Cc1ccccc1-2	i	-10	-3%	-1%	0%	0.8%	nt	-3%	1%
C=CCCCCCCCCC(=O)NN	i	?	-7%	28%	14%	-0.2%	1%	-26%	-2%
CCc1nc(C#N)c(N2CCCCC2)o1	i	4	3%	27%	9%	0.0%	14%	9%	0%
Cc1cc(C)n2nc(C)c(Br)c2n1	i	0	-1%	-16%	7%	-0.2%	?	-13%	-1%
O=C(C(=O)c1cccnc1)c1cccnc1	i	27	-1%	-2%	0%	-0.3%	nt	-4%	-1%
Cc1nc(SCC(=O)NC(=O)NC(C)(C)C)nc(C)c1C	i	15	6%	10%	-4%	-0.1%	nt	-1%	1%
COC(C(=O)Nc1ccnn1C1CCN(Cc2ccc(C)o2)CC1)c1ccccc1 (stereo not given)	i	0	10%	4%	-14%	1.4%	-4%	-2%	-3%
CNC[C@H]1Oc2c(NS(=O)(=O)c3ccc(F)cc3)cccc2C(=O)N([C@H](C)CO)C[C@@H]1C	i	18	19%	-2%	3%	0.4%	7%	-34%	1%
O=C(O)C1C2CCC1C(O)C2 (stereo not given)	i	-4	-9%	nt	nt	-1.1%	nt	31%	nt
COc1ccc(C2=NS(=O)(=O)N(C)C(C(=O)NC3CCCC3)=C2)cc1OC	i	-23	4%	-5%	-26%	0.1%	-4%	-5%	-17%
CC(NC(=O)c1cccs1)c1n[nH]c(=S)n1C (stereo not given)	i	13	-30%	3%	-4%	-0.7%	3%	11%	-4%
CC1(C)C=C2[C@H]3CC[C@@H]4[C@@]5(C)CCC(=O)C(C)(C)[C@@H]5CC[C@@]4(C)[C@]3(C)CC[C@@]2(C(=O)O)CC1	i	76	4%	16%&16%	-18%	0.1%	8%	-9%	-18%

Next section.
mol	ATXN viability	IL1B secr inh	TGFb SMAD3 inh	MCF10A rerep	Nrf2 inh	Nrf2 activator	ATXN2 expr inh	HepG2 tox	A549 viability
Cc1ccc(N(CC(=O)NCc2ccco2)C(=O)CCC(=O)Nc2nccs2)cc1C	i	-8	-11%	?	-8%	2.9%	-5%	3%	-2%
O=C(COc1ccc([N+](=O)[O-])cc1)N1CCc2ccccc2C1	i	-14	1%	?	1%	3.2%	15%	-7%	2%
CC(NS(=O)(=O)c1cccc(S(=O)(=O)c2ccccc2)c1)C(=O)O (stereo not given)	i	-8	-8%	-3%	8%	-0.2%	-17%	-50%	8%
Cn1c(=O)c2c(n(C)c1=O)=NC1(CCCCC1)N=2	i	0	29%	-5%	2%	0.2%	-3%	3%	1%
COc1ccc(S(=O)(=O)NCC(=O)N(CC(=O)NC(C)(C)C)Cc2cccs2)cc1	i	-2	-10%	-1%	-1%	0.3%	-7%[11.3 µM]	-6%	-9%
Fc1cccc(Cc2c(-c3ccc(Cl)cc3)nc3ccc(Br)cn23)c1	?	?	?	nt	nt	1.1%	15%	-19%	nt
CC(C(=O)NN)c1ccc([N+](=O)[O-])cc1 (stereo not given)	i	-4	-8%	0%	-2%	3.4%	-12%	-2%	11%
S=c1[nH]nc(COc2ccccc2)n1/N=C/c1ccc(Cl)c(Cl)c1	i	24	?	?	-7%	-0.6%	-22%	-33%	-3%
NS(=O)(=O)c1ccc(N/N=C/c2ccc(O)c(O)c2O)c([N+](=O)[O-])c1	i	-1	-4%	-15%	-21%	2.3%	2%	0%	?
